Thrombin inh – thrombin (human) inhibition | P00734 | alpha-thrombin, Boc-VPR-AMC fluorogenic substrate cleavage | inhibition, % at 5 µM | 220,000 compounds, 0.26% hits;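 active = inhibition at or above 40%; inactive = inhibition below 40%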;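 note: 0% = enzyme with no compound and 100% = wells without enzyme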
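System: Human alpha-thrombin protein | Medium: pH 7.5 Tris (50 mM) with NaCl 150 mM, Tween 20 0.05% | Times: Enzyme reaction carried out at room temperature | Detection: AMC fluorescence, 355/460 nm | Evaluation: Percent inhibition scaled between no-compound controls and no-enzyme blanks | Benchmarks: Enzyme without compound as high, wells lacking enzyme as low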
Runt-SMMHC FRET – blocks binding of human RUNX1 Runt domain to CBFb-SMMHC; Q01196+Q13951; Cerulean-Runt/Venus-CBFb-SMMHC FRET ratio 530/480, 1 h; inhibition, % at 20 µM; 220,000 compounds, 0.74% hits; AID 1434;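 active = mean inhibition across duplicate retests at 20 µM reaching about 50%, limit read from the data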;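 note: 0% = DMSO wells and 100% = wells with excess untagged CBFb-SMMHC; inhibitors lower the FRET ratio by blocking Runt binding to CBFb-SMMHC; some results filed as inactive read as strong as hits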
Runt-CBFb FRET – inhibitors of human RUNX1 Runt domain binding to CBFb; Q01196+Q13951; Cerulean-Runt/Venus-CBFb FRET ratio 530/480, 1 h; inhibition, % at 20 µM; 220,000 compounds, 0.46% hits;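 active = inhibition over about 50% at 20 µM in the single-dose screen, limit read from the data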;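 note: 0% = DMSO wells and 100% = excess unlabeled CBFb competitor control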
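Doses: 20 µM compound in 1% DMSO | Material: Cerulean-labeled Runt domain protein | Amount: Each fluorescent fusion protein 100 nM | Schedule: Two 1 h room-temperature incubations shielded from light | Measured by: FRET fluorescence | Evaluation: Loss of energy transfer signal | Controls: Unlabeled CBFb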
FXIIa inh – blocks human coagulation factor XIIa protease activity. inhibition, % at 5 µM. 220,000 compounds, 0.3% hits. AID 800. purified FXIIa, Boc-QGR-AMC fluorogenic substrate, 2 h. P00748; in the data active = inhibition above about 40%;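 note: 0% = enzyme with no compound and 100% = blank without enzyme; many of its hits are not listed in these tables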
Target sequence (P00748 20-372 limits assumed): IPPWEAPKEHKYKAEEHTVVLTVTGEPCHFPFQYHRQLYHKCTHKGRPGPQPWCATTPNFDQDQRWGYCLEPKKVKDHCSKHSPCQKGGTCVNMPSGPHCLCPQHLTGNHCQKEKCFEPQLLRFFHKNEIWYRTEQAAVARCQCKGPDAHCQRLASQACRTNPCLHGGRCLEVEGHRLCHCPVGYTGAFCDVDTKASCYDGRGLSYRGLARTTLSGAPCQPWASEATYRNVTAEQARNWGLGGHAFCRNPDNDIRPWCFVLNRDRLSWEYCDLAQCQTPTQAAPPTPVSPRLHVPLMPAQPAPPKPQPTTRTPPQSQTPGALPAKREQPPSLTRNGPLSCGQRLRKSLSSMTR
Target sequence (P00748 373-615 limits assumed): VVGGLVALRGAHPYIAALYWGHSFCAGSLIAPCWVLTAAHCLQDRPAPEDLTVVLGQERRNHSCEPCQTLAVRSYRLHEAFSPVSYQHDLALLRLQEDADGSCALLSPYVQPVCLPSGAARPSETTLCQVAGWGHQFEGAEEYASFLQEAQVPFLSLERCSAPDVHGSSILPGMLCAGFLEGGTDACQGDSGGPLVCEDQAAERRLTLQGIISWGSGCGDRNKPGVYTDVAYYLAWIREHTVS
hK5 inh – blocks human kallikrein 5 protease activity; Q9Y337; recombinant hK5, fluorogenic AMC substrate cleavage; inhibition, % at 5 µM; 210,000 compounds, 0.59% hits; AID 873;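 active = inhibition of 40% or more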;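 note: 0% = enzyme controls without compound and 100% = no-enzyme blanks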
Target sequence (Q9Y337 67-293 limits assumed): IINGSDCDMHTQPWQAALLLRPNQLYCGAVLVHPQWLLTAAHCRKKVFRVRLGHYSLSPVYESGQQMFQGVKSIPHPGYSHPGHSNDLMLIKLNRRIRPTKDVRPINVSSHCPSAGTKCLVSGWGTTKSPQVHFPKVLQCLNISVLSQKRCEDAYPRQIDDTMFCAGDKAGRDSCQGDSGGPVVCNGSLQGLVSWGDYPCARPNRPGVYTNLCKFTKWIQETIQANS
14-3-3 Bad inh – disrupts binding of bovine 14-3-3 zeta to phospho-Bad peptide. TR-FRET 14-3-3zeta/Dy647-pBad peptide displacement, 1 h. inhibition, % at 21.7 µM. 220,000 compounds, 0.71% hits. AID 781;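 active = inhibition above about 70%, limit read from the data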;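 note: 0% = full 14-3-3 plus peptide FRET controls and 100% = background without 14-3-3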
Target sequence (P63103 whole entry, looked up): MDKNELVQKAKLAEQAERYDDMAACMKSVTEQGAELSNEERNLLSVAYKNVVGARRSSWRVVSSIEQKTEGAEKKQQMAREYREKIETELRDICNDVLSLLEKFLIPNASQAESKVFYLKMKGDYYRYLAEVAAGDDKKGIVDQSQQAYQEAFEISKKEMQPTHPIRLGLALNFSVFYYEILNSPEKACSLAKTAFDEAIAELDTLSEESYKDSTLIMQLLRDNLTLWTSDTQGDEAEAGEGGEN
FXIa inh – factor XIa (human) inhibition | 220,000 compounds, 0.14% hits | purified FXIa, Boc-Glu-Ala-Arg-AMC fluorogenic substrate | inhibition, % at 5 µM | P03951;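 active = inhibition of at least 40%; inactive = inhibition below 40%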;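 note: fluorescence of freed AMC excited at 355 nm; 0% = enzyme without compound and 100% = no enzyme blank; many of its hits are not listed in these tables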
Wee1 degr inh – inhibitors of human Wee1 degradation. P30291. HeLa Luc-Wee1K328M stability, luciferase luminescence; 100% = proteasome inhibitor MG132 effect. reporter increase, % at 5 µM. 220,000 compounds, 1.2% hits. AID 1321;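 active = activation above the mean of all tested compounds plus 3 SD, set per screening run, cut at about 8.8% in these data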;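 note: cells exposed to compound for 20 h before luminescence read; 0% = DMSO alone and 100% = MG132 at 30 µM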
Hck-Nef inh – inhibitors of human Hck kinase activated by Nef | P08631 | Recombinant Hck-YEEI plus Nef, Z-Lyte FRET kinase assay | inhibition, % at 20 µM | 220,000 compounds, 0.68% hits;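 active = Hck-Nef kinase inhibition above about 50%, limit read from the data; inactive = inhibition below that limit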;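 note: 0% = DMSO with Hck plus Nef and 100% = Hck alone without Nef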
Starred values were filed as active, the others as inactive; nt = no result given; [ ] = remark or other dose.

compound	Thrombin inh	Runt-SMMHC FRET	Runt-CBFb FRET	FXIIa inh	hK5 inh	14-3-3 Bad inh	FXIa inh	Wee1 degr inh	Hck-Nef inh
COc1ccc(C(=O)NNC(=O)CSc2nnc(C)n2CC2CCCO2)cc1 (centres undefined)	0.6	-1.1	-1.0	5.2	4.6	-15.2	-4.8	-2.4	20.7
COc1ccc(CCNC(=O)Cn2nnc(-c3ccc(N4CCOCC4)cc3)n2)cc1OC	1.8	-0.3	-2.0	-6.4	126.1*	-12.6	-9.4	-2.2	6.1
O=C(Nc1ccccc1C(F)(F)F)c1c(F)cccc1Cl	1.6	-0.7	1.1	8.2	1.5	-12.1	-2.3	2.8	-1.0
N#CC(C#N)=Cc1cccn1-c1ccc(S(N)(=O)=O)cc1	4.5	1.0	-1.0	-0.3	-0.5	1.4	-4.5	5.1	11.3
CC(C)C[C@H](NC(=O)c1nc[nH]c1C(=O)NCc1ccccc1)C(=O)OC(C)(C)C	-3.9	0.0	-6.9	8.7	2.0	-13.5	-0.9	0.0	9.2
S=c1[nH]nc(CCc2nc3ccccc3[nH]2)n1-c1ccccc1	-8.0	nt	nt	6.4	1.9	-11.4	-0.8	-1.3	20.2
Cc1ccc(CSCC(=O)NN=C2CCN(C)CC2)cc1	-3.6	2.2	-2.4	2.7	-12.6	8.1[fluorescence artefact?]	-2.9	0.0	-0.7
O=C(CCc1ccccc1)NCCc1nc2ccccc2[nH]1	-11.7	-1.3	0.0	2.9	1.9	-10.3	-3.2	-1.1	16.4
CCOC(=O)COn1c(SCC(=O)OCC)nc2ccccc2c1=O	3.7	1.7	0.3	2.1	3.8	0.0	0.3	3.8	1.1
CC(C)CCNC(=O)C(c1ccncc1)N(CC1CCCO1)C(=O)Cn1nnc(-c2ccc(F)cc2)n1 (centres undefined)	-4.8	1.2	-3.2	2.0	-4.2	2.3	-2.8	-3.2	-12.0
CC1=C(C(=O)Nc2ccccc2)C(c2ccco2)C(C#N)=C(SCc2ccccc2)N1 (centres undefined)	-2.4	2.6	2.9	5.2	-23.5	1.1	-0.2	0.1	-1.1
COc1ccc(OC)c(CN2CCC(C(=O)N3CCN(c4ccccc4F)CC3)CC2)c1	-2.9	1.8	-2.7	3.4	-17.5	22.9[fluorescence artefact?]	-5.7	-2.7	2.4
COC(=O)c1ccccc1NC(=S)NC(=O)c1ccc(C)cc1	-5.7	2.2	4.9	5.8	10.7	-1.2	-2.7	3.4	-1.8
O=C(CCSc1nnc(-c2ccco2)o1)N1CCOCC1	-2.9	-0.4	1.1	1.6	-4.9	-6.2	1.9	6.6	-1.6
CC(=O)c1c(N2CCOCC2)[nH]c(-c2ccccc2)nc1=S	-5.0	-3.2	-1.1	14.7	-11.8	-7.8	4.0	0.0	6.5
O=C(CCCCCNC(=S)Nc1ccccc1)C[N+](=O)[O-]	-4.8	0.1	5.1	2.5	-1.9	-5.2	-1.5	-0.3	4.7
COCC(=O)Nc1cc(C(=O)NCCc2ccccc2)ccc1Cl	-2.2	3.1	-1.8	13.6	-5.8	1.6	9.6	-2.4	-14.5
CCOC(=O)c1nnn(-c2nonc2N)c1C	-0.4	-4.6	1.5	8.3	-2.6	nt	0.7	2.8	-18.1
CNC(=O)NC(=O)Cn1cnc2sc(-c3ccccc3)cc2c1=O	0.6	-1.4	0.6	6.8	-8.1	3.1	-5.7	0.0	13.4
CSCC[C@@H](C(=O)O)N1Cc2ccccc2C1=O	-4.9	-5.7	-2.2	9.9	0.8	81.5*	0.7	nt	-0.1
CC(C)CC(NC(=O)CC12CC3CC(CC(C3)C1)C2)C(=O)NC1=NCCS1 (centres undefined)	-3.7	-0.6	-2.0	4.5	nt	-12.0	-2.4	4.3	0.0
CC(C)OC(=O)n1c(=S)oc2ccccc21	17.0	-0.5	14.2	16.2	-22.1	-4.8	6.5	6.9	-22.3
CCOc1ccc(NC(=O)NNC(=O)C2CCC(C(C)(C)C)CC2)cc1 (centres undefined)	3.1	-2.2	-1.4	11.2	19.9	-0.2	3.3	1.0	3.4
CN(C)NC(=S)Nc1cccc(C(F)(F)F)c1	-3.8	0.4	0.1	2.3	-4.5	-2.8	-0.3	-0.4	4.9
COc1ccc2sc(C)[n+](C)c2c1	-1.8	38.8	44.7	9.5	nt	0.0	-1.9	-0.9	2.7
O=C1S/C(=C/c2ccccc2)C(=O)N1CC(O)Cn1c2ccccc2c2ccccc21 (centres undefined)	-0.1	-3.1	-0.9	13.1	-5.1	-6.8	6.5	-0.9	1.8
Cc1cc(N2CCCCC2)n2ncc(-c3ccccc3)c2n1	-7.8	-8.5	-0.4	17.0	-11.8	5.1	5.2	-0.7	0.3
O=C(CSc1ccccn1)Nc1ccc(Cl)c([N+](=O)[O-])c1	-6.4	-2.6	-3.3	2.9	-3.5	-5.8	-3.3	-2.5	-15.1
CCOC(=O)Cn1c(S(=O)(=O)Cc2ccc(Cl)cc2)nc(-c2ccccc2)c1-c1ccccc1	-5.7	-9.2	-1.4	-2.7	-16.1	1.4	-6.8	-0.8	1.6
Cc1ccc(C(=O)Nc2ccc3cn[nH]c3c2)cc1S(=O)(=O)N1CCOCC1	3.0	-4.2	2.8	10.6	nt	-7.4	3.2	9.7*	-0.3

Part of the list above, reformatted:
SMILES: O=C(CCCCCNC(=S)Nc1ccccc1)C[N+](=O)[O-]
- Thrombin inh = -4.8
- Runt-SMMHC FRET = 0.1
- Runt-CBFb FRET = 5.1
- FXIIa inh = 2.5
- hK5 inh = -1.9
- 14-3-3 Bad inh = -5.2
- FXIa inh = -1.5
- Wee1 degr inh = -0.3
- Hck-Nef inh = 4.7

SMILES: Cc1ccc(C(=O)Nc2ccc3cn[nH]c3c2)cc1S(=O)(=O)N1CCOCC1
- Thrombin inh = 3.0
- Runt-SMMHC FRET = -4.2
- Runt-CBFb FRET = 2.8
- FXIIa inh = 10.6
- hK5 inh = nt
- 14-3-3 Bad inh = -7.4
- FXIa inh = 3.2
- Wee1 degr inh = 9.7*
- Hck-Nef inh = -0.3

(cont.)
compound	Thrombin inh	Runt-SMMHC FRET	Runt-CBFb FRET	FXIIa inh	hK5 inh	14-3-3 Bad inh	FXIa inh	Wee1 degr inh	Hck-Nef inh
CC(C)(C)CN1CCNC(=O)C1CC(=O)NCc1cccc(-n2cccn2)c1 (centres undefined)	-9.1	-2.0	-1.5	2.2	-4.2	-5.5	-4.8	2.7	-0.7
O=C(NCc1ccc(/C=c2\sc3n(c2=O)CCN=3)o1)C(=O)Nc1ccccc1	-3.3	7.3	33.9	4.9	-9.4	-8.8	-17.8	0.9	42.0
Cc1cccc(N2C(=O)SC(SC(=Nc3ccccc3)Nc3ccccc3)C2=O)c1 (centres undefined)	-6.2	3.8	5.1	7.6	-7.2	-2.2[fluorescence artefact?]	5.9	-0.8	8.7
Nc1cc(=O)[nH]c(SCC(=O)Nc2ccc(S(=O)(=O)N3CCCCC3)cc2)n1	-9.8	1.9	-0.5	3.1	-2.7	5.0	-4.8	4.3	17.2
O=C(Nn1c(C2CC2)nc2ccccc2c1=O)c1ccco1	-8.9	1.1	2.1	8.0	-1.4	2.4	-1.5	-0.7	-3.7
Cc1noc(C)c1COC(=O)Cn1c(C)nc2ccccc21	-8.6	-1.3	1.6	3.0	-1.8	-0.4[fluorescence artefact?]	-0.5	0.5	5.7
O=S1(=O)CCC(NC(=S)SCCOc2ccccc2)C1 (centres undefined)	-0.1	-2.8	-1.2	6.9	1.4	-18.7	-2.9	-0.6	13.7
O=C(c1ccc(F)cc1)N1CCC(O)(c2cccnc2)CC1	1.4	-29.6	-2.2	10.7	-19.3	nt	1.1	0.6	0.2
CCN(CC)c1ccc(NC(=S)NC(=O)c2cccs2)cc1	-11.0	0.2	23.1	7.6	1.3	-14.7	-3.9	6.3	26.5
CCCC(NC(=O)CCl)c1ccccc1 (centres undefined)	-4.2	0.9	2.4	11.8	-2.1	5.2	2.1	3.9	-0.6
O=C(CCN1C(=O)C2C3C=CC(C3)C2C1=O)Nc1ccccn1 (centres undefined)	-10.8	0.6	-0.2	8.0	-25.6	13.2	-4.2	-0.8	6.4
Cn1c(SCC(=O)NNC(=S)Nc2ccccc2)nnc1-c1ccncc1	50.2*	0.4	4.8	8.3	-3.6	-1.2	-0.6	-3.8	-4.2
CCC(CC)C(=O)NCCCCc1ccccc1	-7.2	-1.2	-2.4	6.6	-13.2	-6.9	-0.3	3.4	1.8
CN(C)/C=C/C(=O)c1cnc(-c2ccccn2)s1	-6.5	-5.4	-4.8	8.2	-2.2	-24.1	-2.0	-4.2	22.0
Cn1cccc1C(=O)C(=O)Nc1ccc(F)c(F)c1	-9.2	-1.7	0.8	9.2	10.1	-10.9	0.5	-0.8	28.2
CCn1c(O)c(/C=C2\C=Nc3ccccc32)sc1=Nc1ccccc1	5.3	-14.0	-3.7	10.8	6.9	-2.6	4.4	-2.2	-0.4
COc1ccc(CCNC(=O)CN(c2ccccc2)S(C)(=O)=O)cc1	0.0	0.0	1.7	5.1	2.5	8.6	-2.7	0.8	10.5
Cc1ccc(O)c(C2=Nc3ccccc3N=C(c3cccc([N+](=O)[O-])c3)C2)c1	-5.5	-6.5	0.5	2.3	-2.1	-5.3	-1.2	4.8	25.7
Cc1cc2nc(-c3cc(N4CCOCC4)ccc3[N+](=O)[O-])ccn2n1	2.9	-4.9	0.4	4.7	-0.5	-20.7	-1.3	-4.6	19.7
Cc1ccccc1OCCOc1ccccc1C=C(C#N)C#N	5.7	-1.8	1.6	19.9	1.4	-25.4	7.4	-2.0	1.4
COc1cccc(CC2(CO)CCN(Cc3cnc(-c4cccc(C)c4)nc3)CC2)c1	-10.8	1.9	-1.9	1.5	-2.0	-9.6	-4.4	-2.0	13.6
Cc1ccc(CNc2ncc(-c3ccc4c(c3)OCO4)n2C)cc1	-11.5	-10.2	-0.8	-13.8	-26.4	24.9[fluorescence artefact?]	-6.5	-1.5	1.6
CCC(c1nnnn1CCc1ccccc1)N(Cc1ccco1)Cc1cc2cccc(C)c2[nH]c1=O (centres undefined)	3.6	2.2	-2.1	28.9	-16.9	-4.0	20.9	-2.7	1.0
C=CCOc1cccc(C2/C(=C(\O)c3ccc(F)cc3)C(=O)C(=O)N2CCN(C)C)c1 (centres undefined)	2.9	-1.0	-1.5	16.1	-8.1	3.6	1.7	-1.7	0.2
COc1ccc(C2CC(=O)N(C)c3ccccc3S2)cc1OC (centres undefined)	-12.3	10.4	16.4	10.4	-1.1	1.4	27.6	-3.0	-0.9
CC(=O)NC1=NN(C(C)=O)C(C)(c2cccc([N+](=O)[O-])c2)S1 (centres undefined)	-11.3	-2.0	-1.4	8.6	11.6	-4.4	-3.1	3.7	13.8
CC(=O)Nc1ccc(S(=O)(=O)NNC(=O)COc2cccc3ccccc23)cc1	-2.8	0.1	-0.4	14.8	-9.6	-2.2[fluorescence artefact?]	2.5	0.8	4.0
CCc1c(C(=O)OC)nnc2cc(C)nn12	-14.9	-1.7	9.1	-6.0	0.1	-6.8	-0.1	-1.3	2.2
